# Bioassay records deposited in PubChem BioAssay by several laboratories.
# BoNT-F LC inh = blocks Botulinum neurotoxin F light chain protease. Multiplex microsphere protease cleavage assay, flow cytometry. inhibition, % at 10 µM. 360,000 compounds, 0.22% hits. AID 588497; in the data active = inhibition above about 35%, passing the limit was not always enough; inconclusive = no clear call, values can overlap the other calls; note: plate controls were buffer without enzyme for full effect and enzyme alone for no effect
# Rv3671c protease = inhibitors of M. tuberculosis serine protease Rv3671c; inhibition, % at 5.96 µM; 320,000 compounds, 0.048% hits; AID 2606; in the data active = inhibition above about 38%;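 note: extracellular domain of Rv3671c used as enzyme; 0% = enzyme with DMSO and 100% = no enzyme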
# Target sequence (P9WHR9 whole entry, looked up, the tested form may be a part): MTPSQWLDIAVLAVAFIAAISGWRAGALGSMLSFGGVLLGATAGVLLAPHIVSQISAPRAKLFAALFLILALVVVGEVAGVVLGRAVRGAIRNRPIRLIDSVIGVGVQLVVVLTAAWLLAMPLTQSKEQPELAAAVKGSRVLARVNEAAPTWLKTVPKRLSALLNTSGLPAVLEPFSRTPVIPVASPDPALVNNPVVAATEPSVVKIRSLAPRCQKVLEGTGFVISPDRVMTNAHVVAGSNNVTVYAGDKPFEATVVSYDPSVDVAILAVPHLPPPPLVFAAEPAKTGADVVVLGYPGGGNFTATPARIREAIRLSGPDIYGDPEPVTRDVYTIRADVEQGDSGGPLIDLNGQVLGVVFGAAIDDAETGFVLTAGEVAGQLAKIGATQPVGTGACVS
# MazF activator = MazEF (E. coli) toxin RNase activation. activation, % at 20 µM. 350,000 compounds, 0.32% hits. FAM/BHQ RNA-DNA oligo cleavage fluorescence, 5 h. P0AE70; in the data active = activation above about 50%
# Target sequence (P0AE70 whole entry, looked up): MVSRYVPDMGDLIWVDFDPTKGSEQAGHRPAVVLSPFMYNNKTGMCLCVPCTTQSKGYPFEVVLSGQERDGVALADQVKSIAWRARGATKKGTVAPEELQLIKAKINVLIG
# GDH-TPI counter = counter-screen for M. tuberculosis FBA inhibitors: GDH-TPI coupled enzymes; GDH-TPI coupled enzyme counterscreen, NADH absorbance; inhibition, % at 4.8 µM; 360,000 compounds, 1.2% hits; AID 588335; in the data active = inhibition above about 30%;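 note: 0% = DMSO wells and 100% = wells lacking the enzyme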
# FadD28 binding = blocks FadD28 binding to the bisubstrate probe | fluorescence polarization | inhibition, % at 12.5 µM | 360,000 compounds, 0.22% hits | AID 588549; in the data active = inhibition above about 8.5%, passing the limit was not always enough; inconclusive = no clear call, values can overlap the other calls
# Mtb UGM inh = inhibitors of M. tuberculosis UDP-galactopyranose mutase | purified UGM, fluorescence polarization probe displacement | inhibition, % at 10 µM | 320,000 compounds, 0.06% hits | AID 504406; in the data active = inhibition above about 10%, passing the limit was not always enough; inconclusive = no clear call, values can overlap the other calls
# Target sequence (P9WIQ1 whole entry, looked up): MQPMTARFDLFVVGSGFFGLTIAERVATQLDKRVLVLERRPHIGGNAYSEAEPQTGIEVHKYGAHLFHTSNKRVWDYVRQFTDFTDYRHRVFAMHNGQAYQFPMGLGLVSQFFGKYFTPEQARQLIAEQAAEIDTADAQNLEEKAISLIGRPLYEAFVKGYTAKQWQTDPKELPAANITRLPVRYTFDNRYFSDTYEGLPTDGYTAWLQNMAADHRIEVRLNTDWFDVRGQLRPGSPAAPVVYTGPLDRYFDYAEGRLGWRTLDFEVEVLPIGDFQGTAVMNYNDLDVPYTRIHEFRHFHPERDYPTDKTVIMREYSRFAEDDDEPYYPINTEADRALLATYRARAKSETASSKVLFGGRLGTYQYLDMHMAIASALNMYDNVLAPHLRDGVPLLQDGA
# PrPC TRFRET = reduces human prion protein on the cell surface; P04156; cell surface PrPC, TR-FRET read-out; inhibition, % at 13.8 µM; 370,000 compounds, 0.43% hits; AID 720596; in the data active = inhibition above about 24%; note: 0% = median of the test wells and 100% = reference compound wells
# Mtb BioA inh = blocks M. tuberculosis BioA enzyme activity; inhibition, % at 9.99 µM; purified M. tuberculosis BioA enzyme, plate reader; 360,000 compounds, 0.096% hits; in the data active = inhibition above about 40%; inconclusive = no clear call, values can overlap the other calls
# FBA Mtb inh = inhibits M. tuberculosis FBA enzyme; P9WQA3; purified M. tuberculosis FBA, fluorescence read-out; inhibition, % at 1 µM; 360,000 compounds, 2.3% hits; in the data active = inhibition above about 27%;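 note: 0% = vehicle and 100% = reference inhibitor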
# Starred values were filed as active, the others as inactive; ? = inconclusive; / = no result given.
SMILES,BoNT-F LC inh,Rv3671c protease,MazF activator,GDH-TPI counter,FadD28 binding,Mtb UGM inh,PrPC TRFRET,Mtb BioA inh,FBA Mtb inh
O=C(CCNC(=O)c1ccc(Cl)cc1)Nc1ccc(F)cc1F,1,0,4,10,-0.7,3.5,1,/,2
CC(C)c1c(O)nc(SCc2ccccc2)[nH]c1=O,-3,-6,-1,-15,-4.6,2.9,-7,0.7,6
COC(=O)c1ccc(NC(=O)c2ccccc2N(C)S(=O)(=O)c2ccccc2)cc1,-5,0,3,1,-2.7,0.6,-7,5.6,1
CC1CCCCC1NC(=O)c1cc(S(=O)(=O)N2CCCCC2)ccc1N1CCOCC1 (stereo unspecified),3,2,8,8,/,0.4,5,8.7,1
Cc1noc(C)c1COc1ccccc1C(=O)N1CCN(S(=O)(=O)c2ccccc2F)CC1,0,4,2,3,-0.8,3.8,7,/,2
Cc1cccc(NC(=O)C2CCN(S(=O)(=O)c3c(C)noc3/C=C/c3ccco3)CC2)n1,-3,-14,-6,15,0.2,0.1,-4,/,-2
Cc1cccc(C(=O)NNS(=O)(=O)c2ccccc2[N+](=O)[O-])c1,-21,0,5,6,0.6,-0.7,-4,0.1,4
Cc1cc(C)c(C#N)c(SCC(=O)C(C)(C)C)n1,-9,3,-12,-6,-3.1,-3.1,4,1.0,-2
CC12CCC(=O)N1C(C(=O)N1CCN(c3ccc(C(F)(F)F)cc3[N+](=O)[O-])CC1)CS2 (stereo unspecified),7,4,-2,12,0.9,0.0,-5,0.9,2
O=C(NCCCN1CCOCC1)c1onc(CSc2ccccn2)c1C(=O)NCCCN1CCOCC1,-4,3,6,-8,-3.0,-2.0,-5,0.6,-1
COc1cccc(CN2CCC(n3nccc3NC(=O)C3CC3)CC2)c1,1,-4,11,2,-2.9,-1.2,-2,1.1,0
O=C(N=Nc1c(O)[nH]c2ccc(Br)cc12)c1ccco1,-4,/,-7,39*,-2.9,/,-17,-0.1,-3
COc1ccc(C2c3c(oc4ccc(Cl)cc4c3=O)C(=O)N2CCN2CCOCC2)cc1 (stereo unspecified),-5,-3,3,-5,-5.3,-0.5,-10,72*,18
O=C(CCN1CCc2ccccc2C1)Nc1ccc2c(c1)OCO2,4,0,3,3,-1.6,2.0,6,15,1
O=C(Nc1ncc2c(n1)-c1ccccc1OC2)c1cccc([N+](=O)[O-])c1,0,8,9,1,-3.4,-1.4,7,2.0,12
O=C(O)c1ccccc1NC(c1ccccc1)c1ccc(Cl)cc1 (stereo unspecified),?,-3,-7,11,12*,4.0,0,/,13
COc1ccc(Nc2cc(Sc3ccc(OC)cc3)ncn2)cc1,-8,-3,6,-4,-2.7,-0.4,11,1.6,2
COc1ccc(CCNC(=O)CN(c2cc([N+](=O)[O-])ccc2OC)S(C)(=O)=O)cc1OC,-2,-2,25,-1,2.0,1.5,1,/,6
CCOC(=O)CC(=O)CSc1n[nH]c(=O)[nH]c1=O,-2,-2,1,7,-1.4,0.1,-3,/,-3
O=C(NNC(=O)c1sccc1-n1cccc1)c1cccs1,-6,2,-28,2,-3.2,-1.2,-2,0.0,2
CCCCn1c(CN(Cc2ccccc2)Cc2ccccc2)nc2c1c(=O)n(C)c(=O)n2C,1,-3,-143,-10,-1.2,-0.8,9,-1.1,1
O=C(NCC(c1cccnc1)N1CCOCC1)c1cccc(Cl)c1 (stereo unspecified),0,-1,0,-8,-1.9,0.8,4,-0.8,1
COc1ccc(C(C)=O)cc1COC(=O)CCNS(=O)(=O)c1ccc(C)cc1,6,-2,2,1,-0.7,-1.0,1,/,1
NC1=NC2(CCCC2)N=C(Nc2ccccc2)N1,-3,-9,3,-9,-4.2,-1.2,-5,0.1,2
CC1(C)CC(=O)c2cnc(NC(=O)CCc3ccccc3)nc2C1,-13,-3,3,3,-2.0,1.1,2,-1.0,1

# Taken from above.
# In GDH-TPI counter, CCCCn1c(CN(Cc2ccccc2)Cc2ccccc2)nc2c1c(=O)n(C)c(=O)n2C is listed with -10
# In FBA Mtb inh, CC12CCC(=O)N1C(C(=O)N1CCN(c3ccc(C(F)(F)F)cc3[N+](=O)[O-])CC1)CS2 (stereo unspecified) is listed with 2

# Other results:
SMILES,BoNT-F LC inh,Rv3671c protease,MazF activator,GDH-TPI counter,FadD28 binding,Mtb UGM inh,PrPC TRFRET,Mtb BioA inh,FBA Mtb inh
O=C(NCCCN1CCOCC1)C1CC(=O)N(CCc2ccccc2)C1 (stereo unspecified),-5,2,9,-6,-0.4,2.1,-7,-0.5,3
COc1ccc(OCCNS(=O)(=O)c2ccc3oc4ccccc4c3c2)cc1,-37,2,2,4,0.3,0.0,-1,-1.8,5
Cc1ccc(CCNC(=O)c2ccc(CS(=O)(=O)Cc3ccccc3F)o2)cc1,2,-1,-8,-4,-3.3,-0.3,6,1.2,-4
N#CCC(=O)N1CCn2c1nc1ccccc12,0,0,0,-2,-3.0,-0.8,-5,-0.4,-7
OC1CCCN(Cc2nc(Cc3ccccc3Cl)no2)C1 (stereo unspecified),2,3,-5,7,-2.5,1.5,6,/,-1
COc1ccc(C(=O)NN=C(Cc2ccccc2)Cc2ccccc2)cc1OC,-3,0,0,8,-0.7,-1.0,-1,/,1
COc1ccccc1Cn1cnc2cccnc21,16,5,4,5,0.8,2.6,0,-1.4,-1
O=C(CC1Oc2ccc(Cl)cc2NC1=O)NC1CCCCCC1 (stereo unspecified),-2,5,0,-9,-1.6,1.3,-1,-0.3,1
O=C(O)Cn1c(=O)c2c3c(sc2n(Cc2ccccc2)c1=O)CCCC3,-24,-1,2,6,1.3,-3.4,3,1.1,-1
COc1cc(C)c(S(=O)(=O)N2CCOCC2)c(C)c1C,4,3,0,-7,-1.3,-6.8,6,-0.8,-2
COc1cc(OC)c2c(=O)cc(-c3ccccc3)oc2c1,-1,-12,2,15,-3.8,-0.4,3,-0.6,16
O=C(CSc1c[nH]c2ccccc12)N1CCOCC1,1,7,-1,5,0.1,0.0,-4,/,2
CNS(=O)(=O)c1ccc2nc(NC(=O)/C=C/c3ccco3)sc2c1,4,-4,14,30,0.9,-1.4,-8,/,3
O=c1n(-c2cccc(Cl)c2)c(=O)n2n1CCC2,-5,2,-2,5,-4.0,-1.2,-3,0.1,-2
COc1c(C)cc(C(O)c2ncc(-c3ccc(C(F)(F)F)cc3)[nH]2)cc1C (stereo unspecified),-2,/,/,1,-4.6,/,8,0.0,0
Cc1ccc(N2C(=O)C3C(c4ccccc4)(C2=O)C3(c2ccccc2)c2ccccc2)cc1 (stereo unspecified),0,-5,-5,0,-1.7,1.8,14,-0.9,0
COc1ccc(NS(=O)(=O)c2ccc(OC)c3ccccc23)cn1,-4,-5,-1,10,-0.5,0.2,4,-0.3,2
COC(=O)C1=C(c2ccc(-c3ccccc3)c(F)c2)C[C@@H]2CC[C@H]1N2C(=O)NCCOc1ccccc1,-1,-12,4,12,0.5,3.2,17,-2.2,-1
O=C(/C=C/NNC(=O)c1ccccc1O)c1ccccc1,?,-5,-13,7,1.8,1.0,-10,6.7,-1
O=c1c2ccccc2nc(-c2cccc(Cl)c2)n1O,1,0,11,22,-1.3,-1.7,-8,/,-1
CN(Cc1cccc(-n2cccn2)c1)Cc1cn(C)nc1-c1ccccc1F,-3,-1,-1,-3,-1.5,-1.9,-3,/,2
COCCNc1nc2cc(-c3ccccc3)sc2c(=O)n1C,6,/,/,1,-2.8,/,-6,-0.6,1
CCOc1ccc(-c2cc(C(=O)Nc3ccc(F)cc3)[nH]n2)c(C)c1,0,/,/,18,-2.1,/,3,-1.2,2
S=c1[nH]nc(-c2ccc3ccccc3n2)o1,-3,-1,-13,38*,1.0,5.2,-1,-3.8,3
Cc1ccc(C)c(N2CCN(CCCNC(=O)Cn3c(=O)c4cccn4c4cccnc43)CC2)c1,-5,-1,9,7,-3.8,0.2,-6,0.4,3

# Complete entries, quoted from the list.
# Record of `O=c1c2ccccc2nc(-c2cccc(Cl)c2)n1O` → BoNT-F LC inh: 1; Rv3671c protease: 0; MazF activator: 11; GDH-TPI counter: 22; FadD28 binding: -1.3; Mtb UGM inh: -1.7; PrPC TRFRET: -8; Mtb BioA inh: /; FBA Mtb inh: -1
# Record of `S=c1[nH]nc(-c2ccc3ccccc3n2)o1` → BoNT-F LC inh: -3; Rv3671c protease: -1; MazF activator: -13; GDH-TPI counter: 38*; FadD28 binding: 1.0; Mtb UGM inh: 5.2; PrPC TRFRET: -1; Mtb BioA inh: -3.8; FBA Mtb inh: 3
# Record of `O=C(O)Cn1c(=O)c2c3c(sc2n(Cc2ccccc2)c1=O)CCCC3` → BoNT-F LC inh: -24; Rv3671c protease: -1; MazF activator: 2; GDH-TPI counter: 6; FadD28 binding: 1.3; Mtb UGM inh: -3.4; PrPC TRFRET: 3; Mtb BioA inh: 1.1; FBA Mtb inh: -1

# (listing goes on)
SMILES,BoNT-F LC inh,Rv3671c protease,MazF activator,GDH-TPI counter,FadD28 binding,Mtb UGM inh,PrPC TRFRET,Mtb BioA inh,FBA Mtb inh
CC1=C(C(=O)Nc2nc3ccccc3s2)C(c2ccco2)C(C#N)=C(SCC(=O)NC2CCCCC2)N1 (stereo unspecified),-14,-120,-4,9,-1.6,2.2,14,-1.1,6
Cc1ccc(-n2nnnc2CN2CCCCC2)cc1,-14,-7,4,7,-1.5,2.6,-4,/,6
CCc1ccc(-n2c(O)c(C(C)=O)c(=O)[nH]c2=O)cc1 (tested in a mixture with another compound),?,-21,2,0,-1.7,-0.4,1,/,0
O=C(CCS(=O)(=O)c1ccccc1)Nc1nc2ccc(F)cc2s1,5,-3,7,4,-2.3,1.8,0,/,0
Nc1c(Br)cc2c([nH]c(=O)c3ccccc32)c1Br,-6,/,13,-1,-1.2,/,-11,/,0
COc1ccc(C(CNC(=O)c2cccc(NS(=O)(=O)c3ccc(C)c(F)c3)c2)N2CCOCC2)cc1 (stereo unspecified),/,5,2,4,-1.5,1.9,3,2.8,2
C=CCN1C(=O)N(/C=C/C)c2cccc3cccc1c23,-10,0,1,17,-0.4,-2.4,15,3.8,4
CC1N=C(N)C(c2nc3ccccc3n2C)=C1O (stereo unspecified),-1,-4,-1,-3,-3.2,3.8,-3,/,-3
c1ccc(Cn2nc(-c3ccccc3)nc2-c2ccccc2)cc1,5,-3,-14,8,-5.3,-0.4,-1,-0.2,0
CCOC(=O)CN=C/C(C(=O)Nc1nccs1)=C(/C)O,6,-5,0,3,1.6,-1.0,7,/,3
COc1ccc(S(=O)(=O)N/N=C\c2ccc(OC)c(COc3ccc(C)cc3[N+](=O)[O-])c2)cc1,-5,-7,-3,13,-3.4,-1.7,12,-1.3,-7
Cc1nc2ccccn2c1C(=O)NC1CCCc2ccccc21 (stereo unspecified),4,-13,1,5,-0.5,1.5,12,/,2
Nc1ccccc1-c1nnc2n1CCCCC2,-8,-6,-20,1,-0.8,-1.4,4,-1.9,5
COc1ccc(/C=C/c2nc(C#N)c(NCCN(C)C)o2)cc1OC,-2,-1,-8,28,-2.2,-1.7,-13,1.7,15
CCNC(=O)C1CCCN(C(=O)c2ccc(C#N)cc2)CC1 (stereo unspecified),-2,/,/,-3,-4.0,/,2,-1.1,-1
COCCCn1c(CCC(=O)O)ccc1-c1ccc(F)cc1,24,6,2,-2,-1.3,1.7,1,-0.3,51*
CC12CCC(c3nnc(SCC(=O)Nc4cccc5ccccc45)nc31)C2(C)C (stereo unspecified),-2,-4,6,3,-0.4,0.3,16,-1.2,0
Cc1cc(NC(=O)COC(=O)[C@H](Cc2ccccc2)NC(=O)c2ccco2)no1,-12,/,2,5,-3.1,/,0,/,-4
CC(NC(=O)COC(=O)c1ccc[nH]c1=O)c1ccccc1 (stereo unspecified),-8,2,3,8,-0.8,-0.6,3,-1.9,-1
COC(=O)c1ccc(OS(=O)(=O)N(C)C)cc1,0,1,5,2,-0.1,-3.0,1,-1.6,-2
O=C(CN1C(=O)c2ccccc2S1(=O)=O)Nc1ccccc1,-4,5,9,6,-0.1,-1.2,-3,0.1,0
CC(=O)c1cc(C#N)c(SCC(=O)OC(C)C)nc1C,-22,1,-10,14,0.6,0.0,-4,-2.7,1
O=C(CNC(=O)C1CCCCC1)Nc1cc(Cl)cc(Cl)c1,0,1,-1,4,0.9,-0.3,3,-2.5,1
CC(C)(Cc1ccc(O)cc1)NC(=O)CC(=O)N/N=C/c1ccc([N+](=O)[O-])cc1,-3,-6,5,11,-0.2,1.5,-27,/,-1
COc1ccc(-c2cc(C(F)(F)F)n3nc(C)cc3n2)cc1,0,-9,-2,13,-2.4,1.7,-9,1.0,2
